TAAR1 agonist: human TAAR1 agonists, primary screen, Fluo-8 calcium fluorescence, CHO RD-HGA16 cells; activation, % at 3 µM; vehicle wells 0%, saturating PEA agonist 100%; actives 0.99% (n = 360,000); Trace amine-associated receptor 1 (Homo sapiens), Q96RJ0;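 active = activation above the mean activation of all test compounds in the run plus 3 SD, cut at about 38% in these data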
Target sequence (Q96RJ0 whole entry, looked up): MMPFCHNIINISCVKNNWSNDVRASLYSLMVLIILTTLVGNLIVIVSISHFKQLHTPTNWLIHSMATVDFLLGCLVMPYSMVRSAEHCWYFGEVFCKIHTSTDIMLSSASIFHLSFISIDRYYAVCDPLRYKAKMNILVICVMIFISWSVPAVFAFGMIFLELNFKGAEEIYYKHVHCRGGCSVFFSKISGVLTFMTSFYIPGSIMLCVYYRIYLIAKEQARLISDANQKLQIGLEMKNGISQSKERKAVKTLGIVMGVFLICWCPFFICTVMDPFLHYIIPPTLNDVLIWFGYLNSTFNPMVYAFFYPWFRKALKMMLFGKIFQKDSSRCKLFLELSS
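Assay system – CHO-derived RD-HGA16 cells with stable Gα16 and human TAAR1 · Compound dosing – one-point dosing at 3 µM (nominal) · Incubation – 17-24 h seeding, 75 min 37 °C dye, 30 min RT · Measured by – kinetic Fluo-8 calcium fluorescence · Control set – DMSO vehicle as 0%, PEA at EC100 as 100% · Repeats – single well for each compound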
TAAR1 antag: human TAAR1 antagonists, primary screen, Fluo-8 calcium fluorescence, CHO RD-HGA16 cells; Trace amine-associated receptor 1 (Homo sapiens), Q96RJ0; antagonist; inhibition, % at 3 µM; actives 1.5% (n = 360,000);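 active = inhibition above a per-plate cutoff, the mean inhibition of test compounds on that plate plus 3 SD, cut at about 49% in these data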;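 note: 0% = DMSO plus EC80 beta-PEA response and 100% = DMSO alone without agonist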
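Test system – hTAAR1-expressing CHO RD-HGA16 cells, Gα16-coupled · Also added – β-PEA at EC80 concentration, post-compound challenge · Compound – 3 µM, single point · Incubation – dye loading 75 min at 37 °C, then 30 min room temperature · Measured by – Fluo-8 intracellular calcium dye fluorescence, real-time kinetic reads · Benchmarks – vehicle and agonist controls · Replicates – singlicate, one well per test compound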
* = called active by the depositor.

No.	SMILES	TAAR1 agonist	TAAR1 antag
1	COC(=O)C1=C(C)N(Cc2ccccc2C(F)(F)F)C(=NCc2ccc3c(c2)OCO3)NC1c1ccc(C(F)(F)F)cc1 (configuration not stated)	5.5	15.6
2	C[C@@H]1CN(c2ccc(N3CCN(C(=O)OC(C)(C)C)C[C@@H]3C)cc2C#N)CCN1Cc1ccccc1	-0.6	30.3
3	CCOC(=O)CC1(C)Oc2cc(Cl)ccc2N1S(=O)(=O)c1ccc(C)cc1 (configuration not stated)	1.5	19.7
4	O=C(C[C@H]1CC[C@@H](NC(=O)C2CC2)[C@@H](CO)O1)NCc1ccccc1Cl	2.2	1.7
5	O=S1(=O)N[C@@H](Cc2ccccc2)COc2cc(NC3CC3)ccc21	1.0	-29.0
6	CC1(C(=O)Nc2ccc3c(c2)OCCO3)CN(S(C)(=O)=O)CC(=O)N1C1CCCCCC1 (configuration not stated)	0.3	12.9
7	O=C(O)CCCC(=O)OCCCc1cc2ccccc2c(=O)o1	4.6	-8.8
8	Cc1cccc(C)c1N1C(=O)c2ccccc2NC(=O)C1C(=O)NCC(C)C (configuration not stated)	0.9	-15.5
9	COc1ccccc1CN1Cc2ccccc2Oc2ccccc2S1(=O)=O	2.6	14.1
10	CCCCCCCCN1C(=O)[C@H](CC(=O)NCCC(C)C)C[C@@]2(C(=O)OCC)CCC=C12	-1.0	-37.6
11	COc1cc(=O)oc(C=O)c1C	0.0	-8.6
12	COc1ncccc1C(=O)Nc1c(-c2ccccc2)[nH][nH]c1=O	1.9	-24.7

An excerpt from above in order of formula weight, low to high.
No.	SMILES	TAAR1 agonist	TAAR1 antag
12	COc1ncccc1C(=O)Nc1c(-c2ccccc2)[nH][nH]c1=O	1.9	-24.7
4	O=C(C[C@H]1CC[C@@H](NC(=O)C2CC2)[C@@H](CO)O1)NCc1ccccc1Cl	2.2	1.7
10	CCCCCCCCN1C(=O)[C@H](CC(=O)NCCC(C)C)C[C@@]2(C(=O)OCC)CCC=C12	-1.0	-37.6
6	CC1(C(=O)Nc2ccc3c(c2)OCCO3)CN(S(C)(=O)=O)CC(=O)N1C1CCCCCC1 (configuration not stated)	0.3	12.9

Further entries
No.	SMILES	TAAR1 agonist	TAAR1 antag
13	CCCCc1c(-c2ccccc2OC)ncn1C(C)c1ccc(Cl)cc1 (configuration not stated)	2.9	-4.5
14	O=S1(=O)N[C@H](Cc2ccccc2)COc2cc(N3CCCCC3)ccc21	-1.7	-20.1
15	CCCCNC(=O)C[C@@H]1C[C@@]2(C(=O)OC)CCCCC=C2N(Cc2ccc3c(c2)OCO3)C1=O	13.0	46.2
16	CC(C)C[C@@H]1COc2cc(NC3CC3)ccc2S(=O)(=O)N1	-1.4	-5.4
17	COC(=O)c1cc2c(c3c4ccccc4n(S(=O)(=O)c4ccccc4)c13)C(=O)N(Cc1ccc(C(F)(F)F)cc1)C2	0.1	-20.2
18	COC(=O)[C@@]12C[C@@H](CC(=O)NCCCCc3ccccc3)C(=O)N(Cc3cccc4ccccc34)C1=CCC(C)(C)C2	2.6	-39.1
19	COC(=O)C1=C(C)N(Cc2ccccc2C(F)(F)F)C(=NCC2CC2)NC1c1ccc(C(F)(F)F)cc1 (configuration not stated)	12.4	17.9
20	O=C(C(=O)N1CCCN(Cc2ccc(F)cc2)CC1)c1ccccc1	0.4	-12.1
21	COCc1cc(N2CCN(C(=O)OC(C)(C)C)C[C@@H]2C)ccc1N1CCN(Cc2ccccc2)[C@@H](C)C1	0.1	-26.9
22	O=C(NCCc1ccccc1Cl)[C@@H]1CCCN1C(=O)[C@@H](NC(=O)N1CCOCC1)C1CCCCC1	57.2*	34.7
23	Nc1[nH]c(C(=O)c2ccc(Br)cc2)c(-c2cccc3ccccc23)c1C(=O)NCCc1c[nH]c2ccccc12	3.3	-23.7
24	N#Cc1ccc(C(C(=O)NCc2ccccc2)n2c(=O)c(-c3cc4ccccc4[nH]3)nc3ccccc32)cc1 (configuration not stated)	1.8	-24.3
25	O=C(NCc1ccccc1)C(c1cccc2ccccc12)n1c(=O)c(-c2ccco2)nc2ccccc21 (configuration not stated)	-0.7	-38.5
26	COCc1[nH]nc2c1C(c1ccccc1)N(Cc1ccccc1)C2=O (configuration not stated)	-0.1	-3.4
27	COC(=O)C1=C(C)N(Cc2cccc(C(F)(F)F)c2)C(=NCc2ccc(C(F)(F)F)cc2)NC1c1cccc(F)c1 (configuration not stated)	14.2	14.0
28	COC(=O)[C@]12C[C@H](CC(=O)NCCCCc3ccccc3)C(=O)N(Cc3ccccc3)C1=C[C@H](C1CCCC1)O[C@@H]2C	-0.1	-15.4
29	CC(C)C(C(=O)NC1CCCC1)N1CCC(O)(c2ccc(Cl)cc2)CC1 (configuration not stated)	3.0	-35.7
30	CCCCCCC12Cc3cc(OC)c(OC)cc3C(O1)c1c(cc(C)oc1=O)O2 (configuration not stated)	-1.7	-9.0
31	COC(=O)[C@]1(CC(C)C)NC=C(C(=O)c2ccccc2)[C@@H]1c1cccc(C(F)(F)F)c1	-2.5	-10.4
32	O=S1(=O)C=C(Sc2ccc(Cl)cc2)c2ccccc2C1Cc1ccc(F)cc1 (configuration not stated)	0.1	7.4
33	CCOC(=O)[C@]12CCCC=C1N(CCC1=CCCCC1)C(=O)[C@H](CC(=O)NCCCOC)C2	-0.9	-11.2
34	COc1cc(N(C)C)ccc1[C@]1(O)C(=O)N(C)c2ccc(Br)cc21	2.9	-0.5
35	Cc1ccccc1S(=O)(=O)N1CCCc2nc(-c3ccc(Br)cc3)ccc21	0.0	-32.6
36	CC(=O)C1=C(C)N(Cc2ccc(Cl)cc2)C(=S)NC1c1cccc(Br)c1 (configuration not stated)	-0.3	16.4

3 entries from above in a different format:
The line under a structure holds: TAAR1 agonist, TAAR1 antag
30) CCCCCCC12Cc3cc(OC)c(OC)cc3C(O1)c1c(cc(C)oc1=O)O2 (configuration not stated)
  -1.7, -9.0
33) CCOC(=O)[C@]12CCCC=C1N(CCC1=CCCCC1)C(=O)[C@H](CC(=O)NCCCOC)C2
  -0.9, -11.2
28) COC(=O)[C@]12C[C@H](CC(=O)NCCCCc3ccccc3)C(=O)N(Cc3ccccc3)C1=C[C@H](C1CCCC1)O[C@@H]2C
  -0.1, -15.4

Next results
No.	SMILES	TAAR1 agonist	TAAR1 antag
37	COC(=O)[C@]12C[C@H](CC(=O)NCC3CCCCC3)C(=O)N(CCC3=CCCCC3)C1=C[C@H](COCc1ccccc1)O[C@@H]2C	-1.1	-22.1
38	CC(C)[C@H](NC(=O)c1ccc(Cl)cc1Cl)C(=O)N1CCC[C@H]1C(=O)NCc1ccccc1	-1.0	-3.9
39	CCOC(=O)C1=C(Nc2ccc(Br)cc2)C(=O)N(CC)C1	0.8	-33.6
40	CC1(C(=O)Nc2ccc3c(c2)OCCO3)CSCC(=O)N1CCCn1ccnc1 (configuration not stated)	0.3	-3.9
41	COc1ccccc1Cc1c(-c2ccc(F)cc2)nc2ccc(C)cn12	0.0	-18.1
42	COC(=O)[C@@]12C[C@@H](CC(=O)NCc3cccs3)C(=O)N(Cc3ccccc3)C1=CCC(C)(C)C2	0.4	-20.5
43	Cc1cccc(C)c1N1C(=O)c2ccccc2NC(=O)C1C(=O)Nc1ccc2c(c1)OCCO2 (configuration not stated)	0.8	-15.3
44	COC(=O)C1(C(=O)OC)C[C@H](c2ccc(OC)cc2)N(Cc2ccccc2OC)[C@@H]1c1ccc(OC)cc1	0.2	-20.6
45	C[C@H](CO)N1C[C@H](C)[C@@H](CN(C)C(=O)Nc2cccc(Oc3ccccn3)c2)OCc2cn(nn2)CCCC1=O	1.8	10.6
46	CCCCCCCCN1C(=O)[C@@H](CC(=O)NCc2ccc(OC)c(OC)c2)C[C@@]2(C(=O)OC)C1=C[C@H](C1CCCC1)O[C@@H]2C	-0.5	-21.2
47	C[C@@H]1CN(C(=O)OC(C)(C)C)CCN1c1ccc(N2CC[C@H](O)C2)c(C#N)c1	4.0	-9.7
48	COC(=O)c1cc2c(c3c4cc(OC)ccc4n(S(=O)(=O)c4ccc(F)cc4)c13)C(=O)N(C)C2	-2.7	-8.5
49	O=C(N[C@@H](Cc1cccnc1)C(=O)N1CCC[C@H]1C(=O)NCCc1ccccc1Cl)C1CCCC1	79.9*	73.3*
50	COc1ccc(C2CC(=O)C(c3ccccc3C)=CN2Cc2ccccc2)cc1 (configuration not stated)	6.9	56.1*
51	COC(=O)N1C[C@H](OC)[C@H]2C[C@@H]1c1ccccc1O2	1.6	-7.7
52	COc1ccc(N2C(=O)c3ccccc3NC(=O)C2C(=O)NCc2ccco2)cc1 (configuration not stated)	0.1	0.2
53	Cc1ccccc1C(=O)N[C@H](C(=O)N1CCC[C@H]1C(=O)NCc1ccccc1)c1ccccc1	1.9	-37.5
54	CCCCNC(=O)C1C(c2ccccc2)=Nc2ccccc2N1C(=O)c1ccc(C)cc1 (configuration not stated)	-0.9	-38.3
55	O=Nc1ccccn1	0.7	-24.5
56	COC(=O)[C@]12C[C@H](CC(=O)NCC34CC5CC(CC(C5)C3)C4)C(=O)N(CCC3=CCCCC3)C1=C[C@H](COCc1ccccc1)O[C@@H]2C	-0.8	-27.0
57	COC(=O)[C@]12C[C@H](CC(=O)NCC34CC5CC(CC(C5)C3)C4)C(=O)N(Cc3ccccc3)C1=C[C@H](C(C)C)O[C@@H]2C1CC1	0.8	-2.5
58	COc1ccc(OC)c(CN2CCN(C(=O)c3cc(S(=O)(=O)N4CCOCC4)ccc3C)CC2)c1	11.0	0.8
59	O=S(=O)(c1ccc(F)cc1)N1CCCc2nc(-c3ccc(Br)cc3)ccc21	-0.9	-14.6
60	NC(=O)c1ncn([C@@H]2O[C@H](C(=O)N[C@H](Cc3c[nH]c4ccccc34)C(=O)N3CCN(CC(=O)N4CCCC4)CC3)[C@@H](O)[C@H]2O)n1	-0.1	0.4
61	Cc1[nH]c2ccccc2c1/C=N/Nc1ccccn1	0.6	23.3
62	CC(C)NC(=O)C1C(c2ccc(C(F)(F)F)cc2)=Nc2ccccc2N1C(=O)c1cccc(C(F)(F)F)c1 (configuration not stated)	-1.6	-21.6
63	Cc1nc2ccccc2n1C(C)c1nc2ccccc2n1CC(=O)c1ccc(OC(F)(F)F)cc1 (configuration not stated)	-0.8	-2.4
64	COc1ccccc1CNC(=O)C1CCN(Cc2nc(-c3ccc(Cl)cc3)oc2C)CC1	4.1	-15.1
65	COC(=O)[C@]12C[C@H](CC(=O)N3CCCC3)C(=O)N(Cc3ccc4c(c3)OCO4)C1=C[C@H](COCc1ccccc1)O[C@@H]2C	-1.2	-18.4
66	O=C(NC1CCCCC1)C(c1cccc2ccccc12)n1c(=O)c(-c2cc3ccccc3[nH]2)nc2ccccc21 (configuration not stated)	-0.1	9.4
67	COC(=O)C1=CN(c2cccc(OCc3ccccc3)c2)C(N)=C(C#N)C1c1cccc(OC)c1OC (configuration not stated)	1.5	16.0
68	COC(=O)C1=C(C)N(Cc2cccc(C(F)(F)F)c2)C(=NCc2cc(OC)c(OC)c(OC)c2)NC1c1ccccc1C(F)(F)F (configuration not stated)	3.4	5.8
69	COc1ccccc1-c1ccc([C@@H]2C[C@H]3[C@H](CON3C)CN2CC2CCCCC2)cc1	3.2	-36.1
70	CC(C(=O)NC1CCCC1)n1c(-c2ccncc2)nc2ccccc21 (configuration not stated)	4.0	-12.5
71	O=C(NCc1ccccc1)[C@@H]1CCCN1C(=O)[C@H]1CCCN1C(=O)c1cccc2ccccc12	-0.8	-1.1
72	Nc1nc2ncccn2c1-c1ccccc1	1.9	-10.3
73	O=C(/C(=C/c1ccncc1)n1ccnc1)c1ccc(Cl)cc1Cl	-1.2	-25.4
74	CN(N=Cc1ccc(N(C)C)cc1)C(=O)c1ccccc1N	0.1	-0.2
75	COc1ccc(N2C[C@@]3(O)CC[C@@H](O)[C@@H](OC)[C@@H]3[C@@]2(C)[C@H](O)CC=C(C)C)cc1	-0.1	-6.8
76	O=c1c(-c2cccs2)nc2ccccc2n1C(CCc1ccccc1)c1nc2ccccc2[nH]1 (configuration not stated)	1.8	37.5
77	CC(C)[C@H](NC(=O)C1CCCC1)C(=O)N1CCC[C@H]1C(=O)NCc1ccccc1	0.5	-14.8
78	CC1(C)CC(=O)C=C(c2ccccc2F)C1=O	1.6	-21.8
79	COC(=O)c1cc2c(c3c4cc(OC)ccc4n(C(=O)c4ccccc4)c13)C(=O)N(Cc1ccco1)C2	15.0	65.4*
80	CC(C)C(C(=O)NC1CCCC1)N1CCN(c2ncccc2C#N)CC1 (configuration not stated)	2.1	-22.4
81	COC(=O)C1=CN(c2ccc(Oc3ccccc3)cc2)C(N)=C(C#N)C1c1cccc(OC)c1OC (configuration not stated)	-0.4	-15.9
82	Cc1cccc(OCCCN2CCC(C(O)(c3ccccc3)c3ccccc3)CC2)c1	41.1*	38.1
83	CCOC(=O)[C@]12CCCC=C1N(CCC1=CCCCC1)C(=O)[C@H](CC(=O)N1CCOCC1)C2	-0.6	-9.2

Screening data as filed in PubChem.

Some of the compounds tested, so the mix of outcomes need not match the whole.
